# bovine MsrA act: bovine methionine sulfoxide reductase A activation; purified bovine MsrA, absorbance read-out; activation, % at 10.6 µM; 360,000 compounds, 0.3% hits; AID 602163; in the data active = activation above about 7.5%;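 also: 0% = vehicle and 100% = reference activator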
# MT1-MMP act inh: blocks activation of human MT1-MMP; AID 651647; 360,000 compounds, 0.061% hits; HT1080 RFP-PRO-GFP cells, GFP/RFP ratio fluorescence, overnight; percent of plate control window, DMSO zero; GFP/RFP ratio change, % at 20 µM; P50281;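 active = GFP/RFP ratio change of at least 30% with cell ATP level not reduced by more than half and red fluorescence within 50% of control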; also: strong numbers were not always called active
#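 Read-out: GFP/RFP fluorescence ratio; Test system: RFP-PRO-GFP reporter HT1080 cells; Compound dosing: single-point 20 µM compound, 1% DMSO; Times: overnight compound exposure at 37 °C.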
# eLon inh: E. coli protease La inhibition; P0A9M0; purified E. coli Lon protease, fluorescence polarization; inhibition, % at 7.94 µM; 360,000 compounds, 0.42% hits; in the data active = inhibition above about 13%, passing the limit was not always enough;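 also: 0% = enzyme with probe and DMSO and 100% = no enzyme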
# Rin1-Abl PPI inh: blocks binding of human Rin1 to Abl. P00519+Q13671. TR-FRET Rin1/Abl binding, biochemical. inhibition, % at 7.35 µM. 360,000 compounds, 0.4% hits; in the data active = inhibition above about 5%, passing the limit was not always enough
# SKN-1 block: C. elegans SKN-1 inhibition | C. elegans VP596 Pgst-4::GFP/RFP ratio, acrylamide-induced, 24 h | inhibition, % at 21.8 µM | 360,000 compounds, 0.49% hits;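 active = interference check ratio from 0.5 to 1.5 plus GFP to RFP signal ratio inhibition reaching or exceeding a fixed threshold, cut at about 30% in these data, passing the limit was not always enough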; also: some compounds called inactive have numbers as strong as hits
# NRP1-CendR mod: modulators of CendR peptide binding to human neuropilin-1; AID 602438; FAM-RPARPAR peptide binding to NRP-1, fluorescence polarization; O14786; inhibition, % at 25 µM; 360,000 compounds, 0.85% hits;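 active = inhibition or corrected inhibition above about 18%, plus a signal ratio from 0.5 to 1.5, limit read from the data, passing the limit was not always enough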; also: strong numbers were not always called active
# FAS TE block: inhibitors of human fatty acid synthase thioesterase domain; 360,000 compounds, 0.67% hits; recombinant FAS-TE, OMFH fluorogenic substrate, fluorescence endpoint; inhibition, % at 15 µM; AID 602261;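 active = compounds whose normalised, plate-corrected inhibition of enzyme fluorescence in the single-dose primary screen is 50% or more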;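 also: 0% = DMSO with enzyme and 100% = substrate without enzyme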
# Neddyl block: inhibitors of human cullin neddylation. TR-FRET cullin neddylation, biochemical. calls only at 25 µM. 360,000 compounds, 0.58% hits. P61081+Q13564; in the data active = inhibition above about 36%
# MsrA inhibitor: bovine MsrA inhibition; purified bovine MsrA, absorbance read-out; inhibition, % at 15.5 µM; 360,000 compounds, 0.75% hits; AID 651718; in the data active = inhibition above about 4.5%;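 also: 0% = vehicle wells with enzyme and 100% = reference inhibitor wells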
# * marks the source's active call; other numbers are inactive results; i = inactive; . = no result given.
SMILES	bovine MsrA act	MT1-MMP act inh	eLon inh	Rin1-Abl PPI inh	SKN-1 block	NRP1-CendR mod	FAS TE block	Neddyl block	MsrA inhibitor
Cc1nc(NC(=O)c2ccccc2)sc1-c1csc(NCCc2ccccc2)n1	-6	-17	-45	-1	27	-77	3	i	1.3
Cc1ccc(/C=C/S(=O)(=O)Nc2ccc(C)cc2)cc1	-3	1	8	-1	3	-14	0	i	-1.8
CN(C)CCCN(C(=O)c1cccc(N2C(=O)CCC2=O)c1)c1nc2cc3c(cc2s1)OCO3	-1	-2	-2	-2	6	1	-4	i	2.6
O=[N+]([O-])c1ccc(N/N=C/c2cn(-c3ccccc3)nc2-c2ccccc2)cc1	-8	-12	-11	-1	-5	-68	-3	i	0.6
Cc1c(Br)c([N+](=O)[O-])nn1C(C)C(=O)NCC1CCCO1 (configuration not stated)	-2	0	0	1	-4	-4	-1	i	-0.2
COc1ccccc1NC(=O)C(CC(C)C)NC(=O)C1CCCCC1 (configuration not stated)	2	2	2	-1	-1	4	0	i	0.3
Cc1cccc(N(CC(=O)NCc2ccco2)C(=O)CCC(=O)Nc2ccccn2)c1	-12	2	2	0	-20	10	-1	i	1.7
O=C(Nc1ncc([N+](=O)[O-])s1)C1COc2ccccc2O1 (configuration not stated)	-4	13	-13	1	-15	0	3	i	-0.9
O=C(O)c1cccc(CN2C(=O)S/C(=C/c3ccccc3[N+](=O)[O-])C2=O)c1	-2	-7	0	-1	1	2	-6	i	3.4
CCOC(=O)N1CCC(NC(=O)c2cc3c(=O)[nH]c4ccccc4c3n2C)CC1	-3	1	-8	6	1	11	-4	i	0.3
N#Cc1c2n(c(=S)n(-c3ccc(OC(F)F)cc3)c1=O)CCCCC2	-16	4	7	3	0	5	0	i	0.2
CCN(c1ccccc1)S(=O)(=O)c1cc(C(=O)Oc2ccc3c(C)cc(=O)oc3c2)ccc1C	-1	-4	-4	0	3	-15	21	.	-0.4
CCOC(=O)[C@H]1[C@H]2COc3ccc(Br)cc3[C@@H]2N2C(=O)[C@H](C)NC(=O)[C@@]12C	-2	0	-6	1	1	-1	-11	i	0.0
O=S1(=O)C[C@@H](N2CCC[C@@H]2CO)[C@H](COCc2ccccc2)N1	-3	2	0	3	0	2	-12	i	-0.5
O=[N+]([O-])c1ccc(N2CCCC2)nc1N1CCCC1	-4	0	7	-3	25	-5	14	i	0.0
COc1cc(S(=O)(=O)NCc2cccnc2)c(OC)cc1Br	-7	4	-5	1	-12	0	-5	i	0.1
COc1ccc(C(=O)OC(C)C(=O)NC(C)CCc2ccccc2)cc1OC (configuration not stated)	-4	0	-5	5	17	4	0	i	-1.1
COc1cc(CCCN2C(N)=NC[C@H]2Cc2ccc(O)cc2)cc(OC)c1OC	-8	-4	-6	1	2	2	-10	i	0.2
N#C/C(=N\Nc1cc(Cl)cc(Cl)c1)c1nnc2n1CCCCC2	-10	-5	4	-8	7	8	5	i	0.3
Cc1cccc(C(=O)Nc2nnc(-c3ccncc3)o2)c1	-4	1	-2	-1	-8	0	-7	i	3.3
COCCn1c(SCC(=O)Nc2cc(C)on2)nc2c(c1=O)SCC2	-7	2	-3	0	22	6	-6	i	2.0
CC1Sc2ccc(S(=O)(=O)NCCc3ccc(S(N)(=O)=O)cc3)cc2NC1=O (configuration not stated)	-3	4	1	-3	19	12	-4	i	0.4
O=C1Nc2cc(Cl)c(Cl)cc2N(O)N1c1cc(Cl)cc(Cl)c1	-10	1	-8	-4	-4	-2	39	i	-1.6
COc1ccc(CCC(=O)Nc2nc(C)c(C(=O)N(C)C)s2)cc1	-5	0	-5	1	-13	8	-4	i	-0.2
CCOC(=O)C1CCN(C(=O)CN2C(=O)CSc3ccc(S(=O)(=O)N4CCOCC4)cc32)CC1	-3	0	-11	-1	15	9	-4	i	0.3
CS(=O)(=O)N1CCN(c2ccccc2NC(=O)c2ccc3c(c2)OCCO3)CC1	6	-1	2	0	6	-8	-1	i	0.1
Cn1sc(=O)c2cc(S(=O)(=O)NC3CC3)ccc21	-1	-3	-5	2	1	-12	-8	i	0.2
COc1cccc(N2CCN(C(=O)c3cc4c(s3)-c3ccccc3OC4)CC2)c1	-3	5	-7	-3	-5	8	18	i	1.6
CCc1cccc(C)c1N=Cc1c(O)c2ccccc2oc1=O	-4	-11	1	1	-13	-16	14	i	-0.1
N#C/C(=C\c1ccc(OC(=O)c2ccc(Br)s2)cc1)c1nc2ccccc2[nH]1	-14	-18	0	-2	-9	12	-8	i	1.1
O=C(COC(=O)c1cccnc1Cl)c1ccc(Cl)s1	-4	4	0	-5	5	6	10	i	0.9
O=C(Cc1ccc(F)cc1)N/N=C/c1ccc(-c2ccc(Cl)c(C(=O)O)c2)o1	-5	0	2	-1	7	3	-5	i	3.3
CCOC(=O)NC(=O)COC(=O)c1ccc(O)cc1	-3	-3	3	1	-6	-1	-1	i	0.7
COc1ccc(C(C)=O)cc1COc1cccc2cccnc12	-3	4	-14	-5	-5	2	-3	i	-0.4
CN(CCN1CCOCC1)Cc1nc(-c2ccccc2)no1	-1	-3	13	4	2	12	-3	i	-0.2
CCCCn1c(N)c(N(C(=O)CSc2nnnn2-c2ccccc2C)C2CCCC2)c(=O)[nH]c1=O	-3	-10	8	-2	11	-10	0	i	-1.1
CCOC(=O)c1cccc(C(=O)OCC)n1	0	1	5	-4	6	1	-8	i	-0.2
CCC(C)Cn1cnc2c(SCc3ccccn3)nc(N)nc21 (configuration not stated)	-1	3	-5	-1	8	14	-8	i	0.2
CC(NC(=O)c1cccs1)C1CCCO1 (configuration not stated)	-1	0	-10	-1	15	2	-5	i	-0.4
S=C1NCN(Cc2ccco2)CN1	-2	3	-1	-7	4	-4	-6	i	0.1
O=S(=O)(c1ccc(F)c2ccccc12)N1CCCCC1	-7	-3	3	2	22	4	9	i	0.0
Cc1ccc(Cl)cc1NC(=O)[C@@H]1CCC(=O)N1C1OC(=O)c2ccccc21 (some centres not stated)	-1	1	-3	0	1	5	-6	i	1.0
Cc1cccc(NC(=O)COC(=O)CN2CCCCCC2=O)c1C	-13	3	5	2	-8	-14	-2	i	0.5
CC(C)Oc1ccc(OCCn2c(=S)[nH]c3c(N)ncnc32)cc1	-1	1	4	-1	3	-9	-2	i	3.1
O=C(O)c1ccc(CS(=O)(=O)c2ccc(Br)cc2)cc1	-2	2	6	-2	1	3	-2	i	-0.2
O=C(CCS(=O)(=O)c1ccccc1)OCc1ccc([N+](=O)[O-])cc1	-5	-1	-1	-2	-6	9	5	i	-0.8
c1ccc(CNCCN2CCNCC2)nc1	-5	4	-8	-2	-25	0	-6	i	-0.7
Cc1csc(SCc2nc3scc(-c4ccccc4)c3c(=O)[nH]2)n1	-3	0	-1	2	-8	-10	-1	i	-1.1
O=C(COC(=O)c1cc([N+](=O)[O-])ccc1N1CCOCC1)Nc1c(Cl)cccc1Cl	-3	2	-6	-5	-7	13	67*	i	2.1
CC(=O)Nc1cccc2ncccc12	-4	-1	-14	1	0	0	-5	i	0.1

# For reference, 10 of the compounds above.
SMILES	bovine MsrA act	MT1-MMP act inh	eLon inh	Rin1-Abl PPI inh	SKN-1 block	NRP1-CendR mod	FAS TE block	Neddyl block	MsrA inhibitor
CCC(C)Cn1cnc2c(SCc3ccccn3)nc(N)nc21 (configuration not stated)	-1	3	-5	-1	8	14	-8	i	0.2
CC(NC(=O)c1cccs1)C1CCCO1 (configuration not stated)	-1	0	-10	-1	15	2	-5	i	-0.4
S=C1NCN(Cc2ccco2)CN1	-2	3	-1	-7	4	-4	-6	i	0.1
O=S(=O)(c1ccc(F)c2ccccc12)N1CCCCC1	-7	-3	3	2	22	4	9	i	0.0
Cc1ccc(Cl)cc1NC(=O)[C@@H]1CCC(=O)N1C1OC(=O)c2ccccc21 (some centres not stated)	-1	1	-3	0	1	5	-6	i	1.0
Cc1cccc(NC(=O)COC(=O)CN2CCCCCC2=O)c1C	-13	3	5	2	-8	-14	-2	i	0.5
CC(C)Oc1ccc(OCCn2c(=S)[nH]c3c(N)ncnc32)cc1	-1	1	4	-1	3	-9	-2	i	3.1
O=C(O)c1ccc(CS(=O)(=O)c2ccc(Br)cc2)cc1	-2	2	6	-2	1	3	-2	i	-0.2
O=C(CCS(=O)(=O)c1ccccc1)OCc1ccc([N+](=O)[O-])cc1	-5	-1	-1	-2	-6	9	5	i	-0.8
c1ccc(CNCCN2CCNCC2)nc1	-5	4	-8	-2	-25	0	-6	i	-0.7

# Other structures.
SMILES	bovine MsrA act	MT1-MMP act inh	eLon inh	Rin1-Abl PPI inh	SKN-1 block	NRP1-CendR mod	FAS TE block	Neddyl block	MsrA inhibitor
COC(=O)[C@H]1C[C@@H]1[C@H](NC(=O)OCc1ccccc1)c1ccccc1	-2	1	-7	1	-15	-1	0	i	0.9
COC(=O)c1ccc(-c2cc(CC3(C(=O)OC)CCN(C(=O)OC(C)(C)C)CC3)on2)cc1	-1	3	5	-4	-1	6	14	i	0.7
CC(C)(C)c1ccc(Cn2ccc(-c3ccc4c(c3)OCO4)n2)cc1	1	-11	2	-3	13	-8	34	i	0.4
COc1ccc(C)cc1S(=O)(=O)N1CCN(c2ccccc2)CC1	-2	0	-5	-2	13	-5	13	i	-1.0
Nc1ccc(Sc2nnnn2-c2ccccc2)c(Cl)c1	-3	1	-3	1	9	1	-1	i	0.4
Cc1ccccc1-n1nc(C)c2c1N=C1C(Cl)=CC(Cl)=CN1C2c1ccc(C(=O)O)cc1 (configuration not stated)	-14	-1	-16	4	-10	-6	-4	i	0.4
CN(C)c1cc[n+](CC(=O)c2ccc(Br)cc2)cc1	-3	-4	-1	-3	-10	4	-2	i	-1.1
CC(=O)c1sc(NC(=O)COc2ccc(Br)cc2)nc1C	-5	1	-9	-3	5	-16	-3	i	-0.1
O=C(CCCC(=O)N(CC(=O)NC1CCCCC1)c1ccccc1F)Nc1ccccn1	-1	-1	3	-1	10	7	-3	i	0.5
FC(F)(F)c1ccccc1Cc1c(C2CCCCC2)nc2ccc(Cl)cn12	-3	-4	-8	1	-1	-7	15	i	-0.1

# Three compounds out of the list above, sorted by the number in eLon inh, ascending:
smiles	eLon inh
FC(F)(F)c1ccccc1Cc1c(C2CCCCC2)nc2ccc(Cl)cn12	-8
Nc1ccc(Sc2nnnn2-c2ccccc2)c(Cl)c1	-3
O=C(CCCC(=O)N(CC(=O)NC1CCCCC1)c1ccccc1F)Nc1ccccn1	3

# Next section.
SMILES	bovine MsrA act	MT1-MMP act inh	eLon inh	Rin1-Abl PPI inh	SKN-1 block	NRP1-CendR mod	FAS TE block	Neddyl block	MsrA inhibitor
COc1cc(C2SCC(=O)N2CCc2ccc(OC)c(OC)c2)ccc1O (configuration not stated)	-11	3	3	5	4	10	-2	i	2.5
C[C@H]1CN([C@@H](C)CO)C(=O)CCCn2cc(nn2)CO[C@@H]1CN(C)C(=O)Nc1cccc2ccccc12	-8	5	6	4	-18	-12	-8	i	1.1
COc1ccc(NC(=S)N/N=C2\CC(C)(C)Oc3ccc(OC)cc32)cc1	-7	4	-8	-3	-5	3	-3	i	3.1
Cc1ccc2nc(-c3cccc(Cl)c3)c(Cc3ccccc3)n2c1	-2	2	4	.	20	-3	12	i	-0.8
CC(=O)Nc1ccc(SCC(=O)NNC(=O)CN(C)S(=O)(=O)c2ccc(C)cc2)cc1	-1	1	-4	-2	6	10	-6	i	0.8

# The order is random (roughly 4.2% active in at least one column).
